DENV2 CPE: protects cells from dengue virus 2 cytopathic effect | actives 1.7% (n = 350,000) | CPE inhibition, % at 9.99 µM | AID 651640 | DENV2-infected cells, cytopathic effect rescue, plate reader; in the data active means CPE inhibition above about 20%, passing the limit was not always enough; inconclusive means no clear call, values can overlap the other calls; tested in BHK-21 cells;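 further: 0% = median of neutral control wells and 100% = median of positive control wells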
S100A4 inh HTS: S100A4-myosin IIA interaction inhibition; P26447; S100A4/TAMRA-MyoIIA peptide fluorescence polarization; inhibition, % at 10.7 µM; actives 0.14% (n = 360,000);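 active means mean inhibition of at least 70% across replicates, with every replicate also reaching that level; inconclusive means mean inhibition reaches 70% but some replicates fall short; inactive means mean inhibition below 70%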
Target sequence (P26447 whole entry, looked up): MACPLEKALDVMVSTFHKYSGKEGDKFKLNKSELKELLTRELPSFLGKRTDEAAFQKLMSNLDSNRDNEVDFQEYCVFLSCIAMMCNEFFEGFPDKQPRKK
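Test system – S100A4 monomer (human) · Compound – single-point compound testing · Schedule – 5 min incubation before reading · Probe or stimulus – TAMRA-labelled myosin IIA heavy-chain peptide probe, 5 nM · Benchmarks – neutral control DMSO, positive control TFP · Medium – Calcium-containing HEPES buffer, pH 7.2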
SIRT5 inh: blocks human SIRT5 desuccinylation of peptide; AID 652115; actives 1.1% (n = 330,000); Q9NXA8; Purified SirT5, succinyl-peptide AMC, trypsin-coupled fluorescence; inhibition, % at 15 µM; in the data active means inhibition above about 15%; inconclusive means no clear call, values can overlap the other calls
Target sequence (Q9NXA8 whole entry, looked up): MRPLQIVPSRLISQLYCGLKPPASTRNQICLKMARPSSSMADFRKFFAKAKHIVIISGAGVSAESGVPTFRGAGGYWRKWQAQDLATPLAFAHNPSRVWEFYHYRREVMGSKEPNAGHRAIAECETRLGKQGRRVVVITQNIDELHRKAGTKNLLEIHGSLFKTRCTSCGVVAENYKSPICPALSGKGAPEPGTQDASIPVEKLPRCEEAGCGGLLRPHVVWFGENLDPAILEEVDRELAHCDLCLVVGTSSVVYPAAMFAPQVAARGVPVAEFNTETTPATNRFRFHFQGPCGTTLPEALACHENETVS
PglD inh: inhibitors of Campylobacter jejuni PglD acetyltransferase | purified PglD enzyme, DTNB colorimetric CoA detection | inhibition, % at 12.5 µM | actives 0.098% (n = 360,000); in the data active means inhibition above about 16%, passing the limit was not always enough; inconclusive means no clear call, values can overlap the other calls; further: strong numbers were not always called active
ERp5 block: inhibitors of human ERp5. Q15084. ERp5 insulin aggregation, absorbance 650 nm, 90 min. inhibition, % at 9.99 µM. actives 0.05% (n = 350,000). AID 651711;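 active means mean replicate inhibition above about 25%, with every replicate also reaching it, limit read from the data, passing the limit was not always enough; inconclusive means only one of those two criteria met; inactive means neither criterion met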
Target sequence (Q15084 whole entry, looked up): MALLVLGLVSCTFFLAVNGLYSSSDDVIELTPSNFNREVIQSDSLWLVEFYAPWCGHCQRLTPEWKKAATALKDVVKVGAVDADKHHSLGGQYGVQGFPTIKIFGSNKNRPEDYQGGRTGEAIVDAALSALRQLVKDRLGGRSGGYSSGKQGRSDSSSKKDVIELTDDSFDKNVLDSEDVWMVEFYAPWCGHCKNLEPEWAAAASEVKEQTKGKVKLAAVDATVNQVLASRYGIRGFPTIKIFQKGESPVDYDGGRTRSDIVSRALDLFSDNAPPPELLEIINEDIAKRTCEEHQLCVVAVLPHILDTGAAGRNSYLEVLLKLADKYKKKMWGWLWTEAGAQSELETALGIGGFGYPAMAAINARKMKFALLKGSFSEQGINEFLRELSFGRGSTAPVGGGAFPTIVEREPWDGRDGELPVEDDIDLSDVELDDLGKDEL
Statin myotox sup: suppression of simvastatin myotoxicity. actives 0.78% (n = 330,000). rescue of ATP level, % at 7.49 µM. C2C12 myotubes + simvastatin, ATP luminescence, 48 h; scaled: DMSO 0, geranylgeraniol control 100. AID 602340;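 active means mean ATP rescue above about 67%, or every replicate alone reaching that limit, limit read from the data, passing the limit was not always enough; inconclusive means no clear call, values can overlap the other calls; inactive means mean under the limit and some replicate under it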;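 further: myotubes were challenged with 10 µM simvastatin during compound exposure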
E-sel inducer: E-selectin induction on HUVECs. P16581. HUVEC E-selectin immunofluorescence imaging; normalized: neutral wells 0, TNF-alpha wells 100. activation, % at 7.58 µM. actives 0.37% (n = 260,000). AID 686992;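 active means mean E-selectin-positive cell signal at least 10% of the positive control, reached in at least 60% of replicates, without over 20% cell loss; inconclusive means no rule given, readout overlaps actives, possibly toxicity-flagged; inactive means the rest, including those meeting only one limit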;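 further: in these data hits start at about 27%; measured in HUVEC primary endothelial cells; signal is the percent of cells scored E-selectin positive by PE staining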
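Test system: HUVEC | Signal: Immunofluorescence imaging | Read-out: Percent E-selectin-positive cells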
* = called active by the depositor; u = inconclusive; x = no result given.

Preview:
SMILES	DENV2 CPE	S100A4 inh HTS	SIRT5 inh	PglD inh	ERp5 block	Statin myotox sup	E-sel inducer
Nc1nc(SCC(=O)Nc2cccc([N+](=O)[O-])c2)n[nH]1	-2	2	1	-9	0	7	-0.3
CC(C)NC(=O)N(C)C[C@H]1Oc2c(NS(C)(=O)=O)cccc2C(=O)N([C@@H](C)CO)C[C@H]1C	19	11	-2	1	-2	13	0.0
Clc1ccccc1CONc1ncnc2nonc12	-3	7	0	x	4	x	0.1
COc1cccc(CNC(=O)CCNC(=O)c2ccccc2OC)c1	3	25	1	1	-4	-4	x
CCOc1ccc(S(=O)(=O)NC2CC2)cc1	-4	-2	-2	0	2	-3	x
Cc1c(NC(=O)C2CC(c3c(F)cccc3Cl)=NO2)c(=O)n(-c2ccccc2)n1C (stereo not drawn)	-1	-1	-1	0	2	20	x
CCS(=O)(=O)N1CCCCN2[C@H](C1)[C@H](c1ccc(C#Cc3ccccn3)cc1)[C@@H]2CO	52*	12	2	1	1	11	-0.3
COc1ccc(NC(=O)Nc2ccc3c(c2)C(=O)N([C@H](C)CO)C[C@H](C)[C@H](CN(C)C(=O)CCC(F)(F)F)OCCCC[C@H](C)O3)cc1	u	x	x	0	x	x	0.2
Cn1ccc(C(=O)N/N=C/c2c[nH]c3ccccc23)n1	5	-5	7	-6	1	0	x
Cc1ccc(N2C(=O)NC(NC(=O)C(C)(C)C)(C(F)(F)F)C2=O)cc1C (stereo not drawn)	x	-4	-1	-2	-1	x	0.0
COc1ccc(S(=O)(=O)Nc2ccc3c(c2)C(=O)N([C@@H](C)CO)C[C@H](C)[C@H](CN(C)S(=O)(=O)c2ccccc2)OCCCC[C@H](C)O3)cc1	4	-32	6	x	7	x	-0.1
O=C(CNCc1ccccc1Cl)Nc1ccccc1N1CCCCC1	-1	-6	-4	2	-5	-3	x
O=C(NCCCN1CCCC1=O)c1ccccc1OCc1ccc(Cl)cc1Cl	5	9	-4	0	8	2	0.2
O=C(NNC(=O)c1ccc(O)c(Cl)c1)c1cccc(S(=O)(=O)N2CCOCC2)c1	-7	-4	2	x	-8	-7	0.1
C[C@H]1CN([C@@H](C)CO)C(=O)c2cc(C#CCN(C)C)cnc2O[C@@H]1CN(C)Cc1ccc(C(=O)O)cc1	u	6	-1	2	-4	24	-0.1
CCC1CCCCN1CCCNC(=O)Cn1c(=O)c2cccn2c2ccccc21 (stereo not drawn)	-4	9	-2	-7	-4	3	x

Results (from the top)
SMILES	DENV2 CPE	S100A4 inh HTS	SIRT5 inh	PglD inh	ERp5 block	Statin myotox sup	E-sel inducer
Nc1nc(SCC(=O)Nc2cccc([N+](=O)[O-])c2)n[nH]1	-2	2	1	-9	0	7	-0.3
CC(C)NC(=O)N(C)C[C@H]1Oc2c(NS(C)(=O)=O)cccc2C(=O)N([C@@H](C)CO)C[C@H]1C	19	11	-2	1	-2	13	0.0
Clc1ccccc1CONc1ncnc2nonc12	-3	7	0	x	4	x	0.1
COc1cccc(CNC(=O)CCNC(=O)c2ccccc2OC)c1	3	25	1	1	-4	-4	x
CCOc1ccc(S(=O)(=O)NC2CC2)cc1	-4	-2	-2	0	2	-3	x
Cc1c(NC(=O)C2CC(c3c(F)cccc3Cl)=NO2)c(=O)n(-c2ccccc2)n1C (stereo not drawn)	-1	-1	-1	0	2	20	x
CCS(=O)(=O)N1CCCCN2[C@H](C1)[C@H](c1ccc(C#Cc3ccccn3)cc1)[C@@H]2CO	52*	12	2	1	1	11	-0.3
COc1ccc(NC(=O)Nc2ccc3c(c2)C(=O)N([C@H](C)CO)C[C@H](C)[C@H](CN(C)C(=O)CCC(F)(F)F)OCCCC[C@H](C)O3)cc1	u	x	x	0	x	x	0.2
Cn1ccc(C(=O)N/N=C/c2c[nH]c3ccccc23)n1	5	-5	7	-6	1	0	x
Cc1ccc(N2C(=O)NC(NC(=O)C(C)(C)C)(C(F)(F)F)C2=O)cc1C (stereo not drawn)	x	-4	-1	-2	-1	x	0.0
COc1ccc(S(=O)(=O)Nc2ccc3c(c2)C(=O)N([C@@H](C)CO)C[C@H](C)[C@H](CN(C)S(=O)(=O)c2ccccc2)OCCCC[C@H](C)O3)cc1	4	-32	6	x	7	x	-0.1
O=C(CNCc1ccccc1Cl)Nc1ccccc1N1CCCCC1	-1	-6	-4	2	-5	-3	x
O=C(NCCCN1CCCC1=O)c1ccccc1OCc1ccc(Cl)cc1Cl	5	9	-4	0	8	2	0.2
O=C(NNC(=O)c1ccc(O)c(Cl)c1)c1cccc(S(=O)(=O)N2CCOCC2)c1	-7	-4	2	x	-8	-7	0.1
C[C@H]1CN([C@@H](C)CO)C(=O)c2cc(C#CCN(C)C)cnc2O[C@@H]1CN(C)Cc1ccc(C(=O)O)cc1	u	6	-1	2	-4	24	-0.1
CCC1CCCCN1CCCNC(=O)Cn1c(=O)c2cccn2c2ccccc21 (stereo not drawn)	-4	9	-2	-7	-4	3	x
COc1ccc(S(=O)(=O)Nc2ccc3c(c2)CC(=O)N([C@H](C)CO)C[C@H](C)[C@@H](CN(C)S(=O)(=O)c2ccc(OC)cc2)O3)cc1	4	1	3	0	-50	30	0.2
CCC(=O)Nc1ccc2c(c1)C(=O)N(C)C[C@H](OC)[C@H](C)CN(Cc1ccccc1OC)[C@H](C)CO2	-5	-4	1	1	1	-13	0.2
Cc1cc(NC(=O)CSc2nnc(-c3cccc(Cl)c3)o2)no1	-2	-8	2	-9	15	-10	-2.1
Cc1ccc2oc(=O)c3cnn(CC(=O)NC4CCN(Cc5ccccc5)CC4)c3c2c1	-2	1	-4	-3	6	11	-0.1
O=[N+]([O-])c1cccc2ccc(/C=C/c3ccc(Cl)cc3)nc12	5	-10	-2	x	-4	x	x
CO[C@H]1CC[C@@H]2CCN(C)C(=O)[C@H](C)[C@H](OC)CN(C)C(=O)c3cccc(C#N)c3OC[C@@H]1O2	-10	20	3	1	1	4	-0.2
COc1ccc2c3c(n(C)c2c1)[C@@H](CO)N(CC1CC1)CC31CCN(Cc2ccc(F)cc2)CC1	1	4	2	x	2	x	x
COc1ccccc1C1CCN(C(=O)c2ccc(Cl)cc2)CC1	5	-7	-4	-1	0	12	0.0
CN(C)C(CNc1ncnc2sc3c(c12)CCCC3)c1ccco1 (stereo not drawn)	-6	-3	-4	x	-2	x	-0.1
CCCNC(=O)N1C[C@H](C)[C@@H](OC)CN(C)C(=O)c2ccc(NC(=O)C3CCC3)cc2OC[C@H]1C	12	-26	-5	1	1	10	0.2
O=C(CCC(=O)N1CCSc2ccccc21)NCCc1ccccc1	1	0	-1	-2	10	5	-0.1
CC1(c2ccccc2)CC2CC(c3ccccc3)N1O2 (stereo not drawn)	0	24	-5	-3	1	-3	x
COc1ccc2c3c([nH]c2c1)[C@H](CO)N(C(=O)NC(C)C)CC31CN(Cc2ccc(F)cc2)C1	17	5	1	x	11	x	-0.1
Cn1nnnc1Sc1ncnc2scc(-c3cccc(F)c3)c12	5	45	-3	5	3	-29	-0.4
COC(=O)C[C@@H]1CC[C@@H]2[C@H](COc3ccc(NC(=O)Nc4ccc(C)cc4)cc3C(=O)N2C)O1	1	-17	0	-1	-21	8	0.1
COc1cccc(C(=O)OCn2nnc3ccccc3c2=O)c1OC	-1	0	-4	0	-12	-4	0.1
C[C@@H]1CN([C@@H](C)CO)C(=O)c2cc(C#CCN(C)C)cnc2O[C@@H]1CN(C)Cc1ccc2c(c1)OCO2	2	2	2	1	-1	8	0.2
CC(C)NC(=O)Nc1ccc2c(c1)C(=O)N([C@H](C)CO)C[C@H](C)[C@@H](CN(C)C(=O)Nc1cccc3ccccc13)O2	7	3	3	-3	-1	4	x
CCC1CCCCN1C(=O)c1ccc(OC)c(OC2CCN(C(C)C)CC2)c1 (stereo not drawn)	-3	-1	-3	1	4	-3	x
O=C(CNC(=O)c1ccccc1)Oc1ccc([N+](=O)[O-])cc1	3	1	-1	-4	-1	-8	0.2
CN(C(=O)COC(=O)c1cccc(NS(=O)(=O)c2ccc(F)c(F)c2)c1)C1CCS(=O)(=O)C1 (stereo not drawn)	-7	4	1	x	-5	x	x
C[C@@H]1CN([C@@H](C)CO)C(=O)Cc2cc(NC(=O)Nc3ccc(F)cc3)ccc2O[C@H]1CN(C)C(=O)NC1CCCCC1	-3	16	-2	-1	-1	-24	0.5
CCOC(=O)n1c(=O)n(Cc2ccc(OC)cc2)c2ccccc21	u	-15	-1	1	0	4	0.3
COc1ccc(NC(=O)CSCC(=O)N=c2sccn2C)cc1	2	2	-3	-4	0	19	-0.2
COc1ccccc1-n1c(SCC(=O)O)nc2c(sc(=S)n2-c2ccc(Cl)c(C)c2)c1=O	-5	-3	4	-1	-5	1	0.0
COc1ccc(NC(=O)COC(=O)c2c(C)noc2C)cc1Cl	39*	6	x	2	1	-2	0.0
Cc1[nH]c2ccccc2c1SCC(=O)Nc1nccs1	5	-5	-5	x	3	x	2.6
O=C(C[C@H]1CC[C@@H]2[C@H](COC[C@H](O)CN2Cc2ccc(Oc3ccccc3)cc2)O1)N1CCOCC1	2	-17	-2	2	-3	34	-0.1
O=C(CCN1CCCCC1)NCC[C@@H]1CC[C@H](NS(=O)(=O)c2cccc(F)c2)[C@@H](CO)O1	x	13	1	1	3	3	-0.2
CSc1n[nH]c(-c2ccc(C(F)(F)F)cc2)n1	6	1	-6	x	-10	-10	x
Cc1ccc(S(=O)(=O)N(C)C[C@@H]2Oc3ccc(NC(=O)C4CCCCC4)cc3C(=O)N([C@H](C)CO)C[C@@H]2C)cc1	-22	-1	3	3	-5	10	x
Cc1cc(C)n2nc(C(=O)OCC(=O)c3c[nH]c4ccccc34)nc2n1	-4	-1	-3	x	5	x	x
O=C(NCC[C@H]1CC[C@@H](NS(=O)(=O)c2cccc(F)c2)[C@@H](CO)O1)C1CCOCC1	-2	-4	2	-1	-11	-3	-0.1
CCCC(=O)Nc1ccc2c(c1)C(=O)N(C)C[C@@H](OC)[C@@H](C)CN(C(=O)CN(C)C)[C@H](C)CO2	-3	-2	-2	-1	-4	-2	-0.2

Quoted at random: 2 entries already listed, in no set order.
SMILES	DENV2 CPE	S100A4 inh HTS	SIRT5 inh	PglD inh	ERp5 block	Statin myotox sup	E-sel inducer
COc1ccc(S(=O)(=O)Nc2ccc3c(c2)C(=O)N([C@@H](C)CO)C[C@H](C)[C@H](CN(C)S(=O)(=O)c2ccccc2)OCCCC[C@H](C)O3)cc1	4	-32	6	x	7	x	-0.1
CCOC(=O)n1c(=O)n(Cc2ccc(OC)cc2)c2ccccc21	u	-15	-1	1	0	4	0.3

Additional entries follow.
SMILES	DENV2 CPE	S100A4 inh HTS	SIRT5 inh	PglD inh	ERp5 block	Statin myotox sup	E-sel inducer
O=C1N(Cc2cccc(Cl)c2)C[C@@H]2C[C@@H](c3c[nH]c4ccccc34)N3CCC[C@@]123	2	13	-2	2	-3	11	17
O=c1c2ccccc2nc(/C=C/c2c[nH]c3ccccc23)n1CCO	-10	-3	12	x	-10	x	2.7
CCOC(=O)c1ccc(NC(=S)Nc2ccc3[nH]c(=O)[nH]c3c2)cc1	u	-3	1	5	1	-2	-0.4
COc1ccccc1NCCC(=O)OCC(=O)Nc1ccccc1F	1	-1	-3	9	5	2	15
Cc1ccc(S(=O)(=O)N(C)C[C@@H]2Oc3ncc(C#Cc4ccc(F)cc4)cc3C(=O)N([C@H](C)CO)C[C@@H]2C)cc1	8	3	u	-3	6	21	0.7
O=C(NC(=S)N1CCCCCC1)c1ccc(Cl)cc1Cl	3	0	-1	x	2	x	x

High-throughput results (PubChem)

The list is partial; the hit share may differ from the screen's.
